GSH fluor: compound fluorescence on glutathione beads, profiling panel, artefact control, biophysical, 488/530 nm, flow cytometry | GSH beads flow cytometry, compound fluorescence 488/530 nm; hits give high values | fluorescence (KMESF) at 10 µM | actives 0.25% (n = 190,000) | AID 1776, 2009; in the data active = fluorescence above about 89;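 also: glutathione beads carrying GST-tagged Bcl family fusion proteins plus one bare bead set; values are compound well signal with DMSO vehicle wells as background; inactives centre near 16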
Bcl-XL Bim block: inhibitors of Bim-Bcl-XL binding, primary screen, biochemical, multiplexed, bead flow cytometry, human Bcl-XL; actives 0.04% (n = 190,000); Bim peptide-Bcl-XL binding, fluorescence; inhibition, % at 10 µM; Bcl-2-like protein 1 (Homo sapiens), Q07817; AID 1007, 2008
Bcl-2 Bim block: inhibitors of Bim-Bcl-2 binding, primary screen, biochemical, multiplexed, human Bcl-2 family. Apoptosis regulator Bcl-2 (Homo sapiens), P10415. Bead-based flow cytometry, Bim peptide-Bcl-2 binding. inhibition, % at 10 µM. actives 0.06% (n = 190,000). AID 950, 2007; in the data active = inhibition above about 40%; inconclusive = no clear call, values can overlap the other calls;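 also: 0% = no compound wells with probe peptide and 100% = reference peptide inhibitor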
Target sequence (P10415 whole entry, looked up): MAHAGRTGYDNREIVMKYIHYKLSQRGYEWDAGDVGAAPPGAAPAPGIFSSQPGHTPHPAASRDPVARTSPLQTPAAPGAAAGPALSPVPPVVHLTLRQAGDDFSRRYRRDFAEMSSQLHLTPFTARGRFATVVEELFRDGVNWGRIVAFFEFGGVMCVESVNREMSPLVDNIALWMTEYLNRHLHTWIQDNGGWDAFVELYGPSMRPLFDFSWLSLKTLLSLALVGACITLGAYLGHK
Bcl-B Bim block: inhibitors of Bim-Bcl-B binding, primary screen, biochemical, multiplexed, human Bcl-2 family. Bcl-2-like protein 10 (Homo sapiens), Q9HD36. bead-based flow cytometry, Bim peptide-Bcl-B binding. inhibition, % at 10 µM. actives 0.073% (n = 190,000);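 also: 0% = tracer peptide without compound and 100% = reference inhibitor peptide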
Target sequence (Q9HD36 whole entry, looked up): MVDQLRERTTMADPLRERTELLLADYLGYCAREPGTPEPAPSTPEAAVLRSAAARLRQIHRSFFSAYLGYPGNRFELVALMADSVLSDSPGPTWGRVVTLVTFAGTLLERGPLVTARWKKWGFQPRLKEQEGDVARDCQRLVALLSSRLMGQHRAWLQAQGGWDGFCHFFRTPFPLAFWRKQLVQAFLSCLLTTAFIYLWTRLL
Bim-Mcl-1: inhibitors of Bim peptide binding to Mcl-1, primary screen, biochemical, bead-based flow cytometry, multiplex. Bim peptide-Mcl-1 binding. inhibition, % at 10 µM. actives 0.1% (n = 190,000);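 also: 0% = no compound tracer wells and 100% = peptide blocker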
RGS4-Gao reg: modulators of RGS4 binding to Galphao, primary screen, biochemical, multiplexed bead flow cytometry. Guanine nucleotide-binding protein G(o) subunit alpha (Homo sapiens), P09471. actives lie on both sides. binding response (% of control), % at 10 µM. actives 0.33% (n = 220,000); in the data active = binding response below about 49% or above about 150%; inactive = in between;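 also: fluorescent Galphao activated with aluminum fluoride binding bead-coupled RGS4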
Target sequence (P09471 whole entry, looked up): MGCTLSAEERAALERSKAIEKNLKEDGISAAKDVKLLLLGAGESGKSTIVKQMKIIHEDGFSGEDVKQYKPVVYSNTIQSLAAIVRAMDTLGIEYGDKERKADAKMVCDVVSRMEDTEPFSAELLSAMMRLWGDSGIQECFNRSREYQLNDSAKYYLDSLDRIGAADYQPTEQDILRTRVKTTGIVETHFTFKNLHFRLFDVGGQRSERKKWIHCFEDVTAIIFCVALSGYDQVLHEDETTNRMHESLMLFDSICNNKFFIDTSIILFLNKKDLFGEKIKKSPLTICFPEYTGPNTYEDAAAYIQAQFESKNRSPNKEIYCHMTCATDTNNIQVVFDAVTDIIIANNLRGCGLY
Mcl1-Bid inh: Mcl-1/Bid binding inhibitors, primary screen, biochemical, TR-FRET, 1536-well; Induced myeloid leukemia cell differentiation protein Mcl-1 (Homo sapiens), Q07820; TR-FRET Mcl-1/Bid-Dy647 peptide binding; inhibition, % at 21.7 µM; actives 0.97% (n = 220,000); AID 1021, 2008;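 active = compounds that cut the binding signal by more than half at the single screening dose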;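 also: His-tagged Mcl-1 with europium anti-His antibody binding Bid BH3 peptide; 0% = Mcl-1 plus peptide wells and 100% = peptide-only wells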
RGS8-Gao: RGS8-Galphao binding modulators, primary screen, biochemical, multiplexed bead flow cytometry; actives lie on both sides; response (percent of control binding), % at 10 µM; Guanine nucleotide-binding protein G(o) subunit alpha (Homo sapiens), P09471; AID 1423, 2008; actives 0.34% (n = 220,000); in the data active = response below about 60% or above about 140%; inactive = in between;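 also: Galphao activated as the GDP aluminium fluoride complex binding bead-coupled RGS8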
Bcl-W Bim block: inhibitors of Bim binding to Bcl-W, primary screen, biochemical, multiplexed, bead-based flow cytometry; Bim peptide-Bcl-W binding; inhibition, % at 10 µM; AID 952, 2007; actives 0.02% (n = 190,000); Bcl-2-like protein 2 (Homo sapiens), Q92843;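 also: 0% = bound tracer without compound and 100% = peptide blocker; higher means less fluorescent Bim peptide bound to Bcl-W beads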
Target sequence (Q92843 whole entry, looked up): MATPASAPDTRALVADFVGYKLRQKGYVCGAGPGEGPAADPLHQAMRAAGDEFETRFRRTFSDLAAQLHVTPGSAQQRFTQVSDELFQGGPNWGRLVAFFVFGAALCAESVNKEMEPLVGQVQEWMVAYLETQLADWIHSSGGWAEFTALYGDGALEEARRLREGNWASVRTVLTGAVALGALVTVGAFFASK
RGS7-Gao: RGS7-Galphao binding modulators, primary screen, biochemical, multiplexed bead flow cytometry; binding response (% of control), % at 10 µM; Guanine nucleotide-binding protein G(o) subunit alpha (Homo sapiens), P09471; actives 0.35% (n = 220,000); actives lie on both sides; in the data active = binding response below about 49% or above about 150%; inconclusive = no clear call, values can overlap the other calls; inactive = in between;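 also: fluorescent Galphao held in activated GDP-AlF4 state binding bead-coupled RGS7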
Bim-Bfl-1: inhibitors of Bim binding to Bfl-1, primary screen, biochemical, multiplexed, bead-based flow cytometry; Bcl-2-related protein A1 (Homo sapiens), Q16548; inhibition, % at 10 µM; actives 0.12% (n = 190,000); Bim-Bfl-1 binding inhibition;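 also: 0% = wells without compound plus tracer and 100% = blocker peptide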
The depositor's hits bear a star; ? = inconclusive; · = no result given; [ ] = dose if it differs, or a comment. Rule as the data show it, unless noted: active = inhibition above about 40%.

SMILES | GSH fluor | Bcl-XL Bim block | Bcl-2 Bim block | Bcl-B Bim block | Bim-Mcl-1 | RGS4-Gao reg | Mcl1-Bid inh | RGS8-Gao | Bcl-W Bim block | RGS7-Gao | Bim-Bfl-1
Cc1ccc(SCc2cc(=O)n3[nH]cnc3n2)cc1 | 19 | -2 | 9 | -4 | -2 | 95 | 21 | 99 | -2 | 91 | 0
CCOC(=O)C1C(=O)CC(C)(O)C(C(=O)OCC)C1c1ccc(OCC)cc1 (configuration not stated) | 12 | -1 | 1 | 0 | -1 | 105 | 12 | 102 | -1 | 101 | -1
NC(=O)c1nnn(-c2nonc2N)c1-c1ccc([N+](=O)[O-])cc1 | 10 | -3 | -3 | -4 | -2 | 91 | -15 | 97 | -5 | 91 | -5
COc1ccc2nc(SCC(=O)O)nc(C)c2c1 | 35 | 2 | 3 | 0 | 4 | 100 | · | 104 | 1 | 102 | 0
COc1ccc(S(=O)(=O)N2CCC(C(=O)N3CCCCC3)CC2)cc1Cl | 12 | -5 | -8 | -8 | -2 | 102 | -22 | 104 | 1 | 103 | -12
Cc1ccc(C)c(-c2cc(C(=O)Nc3nccs3)c3ccccc3n2)c1 | 16 | -3 | 4 | -3 | -8 | 100 | 17 | 101 | 1 | 100 | 0
Cc1ccc(CSCC(=O)NCc2cccnc2)cc1 | 11 | 0 | -4 | 0 | 0 | 101 | -6 | 104 | 2 | 103 | -18
CCCCCCCCCS(=O)(=O)N/N=C/c1cccc([N+](=O)[O-])c1 | 12 | -2 | -4 | -2 | -2 | 102 | -64 | 102 | -3 | 103 | -3
CCOC(=O)c1sc(Nc2cccc(C)c2C)nc1C | 14 | -2 | -8 | -2 | -5 | 98 | -21 | 99 | 0 | 96 | -1
COC(=O)[C@@H](NC(=O)O[C@@H]1C(=O)c2cc(Br)ccc2O[C@H]1c1cccc(OC)c1)C(C)C | 17 | -2 | -3 | -3 | -2 | 94 | 10 | 95 | -5 | 98 | -2
CC(NS(=O)(=O)c1ccc(OCC(=O)Nc2cccc([N+](=O)[O-])c2)cc1)c1ccccc1 (configuration not stated) | 11 | 6 | 3 | 7 | 3 | 99 | -7 | 85 | 5 | 95 | 10
Cc1nc2ccc(NC(=O)N(C(C)C)C(C)C)cc2s1 | 12 | -3 | -5 | -9 | 1 | 98 | -45 | 108 | 1 | 169*[activator] | -9
O=C(C/C=N\OCc1ccc([N+](=O)[O-])cc1)Nc1ccc(Br)cc1 | 18 | 0 | 4 | -2 | 0 | 106 | 14 | 101 | 2 | 157*[activator] | 0
O=C(CS(=O)(=O)Cc1ccccc1)Nc1ccc(S(=O)(=O)N2CCCCCC2)cc1 | 26 | -1 | -4 | -4 | -1 | 97 | 4 | 103 | -3 | 101 | -4
CCCNC(=O)N[C@@H](CCSC)C(=O)OC | 13 | -2 | -4 | -1 | 1 | 101 | -34 | 100 | -1 | 101 | -7
Cn1c(COc2ccccc2)nnc1SCC(=O)Nc1ccc(S(N)(=O)=O)cc1 | 43 | 12 | -3 | -6 | 0 | · | -32 | · | 7 | · | -7
CCC(=NCCc1c(C)[nH]c2ccccc12)C1=C(O)CC(c2ccccc2)CC1=O (configuration not stated) | 9 | -1 | 0 | -1 | -2 | 91 | -55 | 84 | 0 | 87 | 0
Cc1c2c(nc3ccccc13)CC(C)(C)CC2=O | 16 | -2 | -2 | -4 | 2 | 102 | -1 | 102 | -2 | ? | -8
Cc1cc(C)c(C#N)c(SCc2[nH]nc3c2C(c2ccc(F)cc2)C(C#N)=C(N)O3)n1 (configuration not stated) | 22 | 6 | 15 | 1 | 3 | 99 | -14 | 101 | 3 | 99 | 3
CCOC(=O)C1=NOC(CNC(=O)c2c(-c3ccccc3Cl)noc2C)C1 (configuration not stated) | 58 | -8 | -9 | -8 | -5 | 99 | 1 | 103 | 0 | 99 | -12
COc1ccc(-c2nnc(SCC(=O)NCC3CCCO3)n2C)cc1 (configuration not stated) | 23 | -2 | -2 | -4 | -1 | 99 | -1 | 101 | -1 | 102 | -4
O=C(Cn1nnc(-c2ccccc2)n1)N=Nc1c(O)[nH]c2ccccc12 | 13 | -3 | 0 | -3 | -5 | 91 | -28 | 92 | -2 | 87 | 0
Cc1ccc(C(=O)N/C(=C/c2ccco2)C(=O)OCN2C(=O)c3ccccc3C2=O)cc1 | 4 | -2 | 6 | 0 | -1 | 101 | -21 | 103 | 0 | 98 | 2
O=C(CN1CCN(c2ccccc2)CC1)Nc1ccccc1Sc1ccccc1 | 17 | -6 | -5 | -12 | -2 | 97 | -26 | 98 | -6 | 94 | -15
O=C(CSCc1ccccc1)N1CCN(Cc2ccc3c(c2)OCO3)CC1 | 19 | -6 | 5 | -6 | -2 | · | -25 | · | -6 | · | 3

Brought forward from above: 2 compounds, then new ones.
SMILES | GSH fluor | Bcl-XL Bim block | Bcl-2 Bim block | Bcl-B Bim block | Bim-Mcl-1 | RGS4-Gao reg | Mcl1-Bid inh | RGS8-Gao | Bcl-W Bim block | RGS7-Gao | Bim-Bfl-1
O=C(CN1CCN(c2ccccc2)CC1)Nc1ccccc1Sc1ccccc1 | 17 | -6 | -5 | -12 | -2 | 97 | -26 | 98 | -6 | 94 | -15
O=C(CSCc1ccccc1)N1CCN(Cc2ccc3c(c2)OCO3)CC1 | 19 | -6 | 5 | -6 | -2 | · | -25 | · | -6 | · | 3
O=C(COc1ccc(Cl)cc1)NCc1nnc(SCC(=O)Nc2ccc(F)cc2F)o1 | 20 | -2 | -5 | -3 | 0 | 104 | -26 | 100 | -2 | 99 | -4
COc1ccccc1NC(=O)Oc1ccc(NC(=O)c2ccco2)cc1 | 26 | -14 | -7 | -5 | 2 | 81 | -17 | 89 | 1 | 79 | -8
Cc1cc(=O)c(C(=O)O)cn1-c1ccc(C(C)C)cc1 | 9 | 1 | 5 | 5 | 3 | 99 | 7 | 110 | 1 | 109 | 4
COCCn1c(COc2ccc(Cl)cc2)nnc1SCC(N)=O | 36 | -12 | -6 | -6 | -1 | 95 | 0 | 99 | -1 | 96 | -7
COC(=O)c1cnc(SC)nc1C | 31 | -8 | -8 | -7 | -1 | 110 | 2 | 103 | -1 | 104 | -13
Oc1ccc(F)cc1-c1cc(-c2ccc3c(c2)OCCO3)n[nH]1 | 12 | 0 | -11 | -10 | -1 | 97 | -1 | 100 | 2 | 98 | -8
CCCCC1C(=O)CC[C@H]2[C@@H]1CC(=O)[C@@H]2C/C=C\CCCC(=O)O (some centres not stated) | 19 | -5 | 1 | -4 | -2 | 102 | -11 | 105 | 0 | 103 | 0
Cn1c(SCC(=O)Nc2cccc(F)c2)nnc1-c1cc2ccccc2o1 | 43 | -10 | -7 | -7 | -2 | 98 | -155 | 100 | 0 | 99 | -11
COc1ccc(-c2noc(CN(C)C(=O)Nc3ccccc3)n2)cc1 | 20 | 0 | -3 | -2 | 0 | 102 | -18 | 103 | -1 | ? | -7
Cc1ccccc1C(=O)N1CCN(c2ccccn2)CC1 | 16 | -5 | 0 | -5 | -5 | 99 | -13 | 101 | -6 | 101 | -1
Cc1cc(=O)n(CCO)c(O)c1C#N | 32 | -4 | -7 | -8 | 0 | 94 | -16 | 97 | -4 | 94 | -9
Cc1cc(NC(=O)CSc2cc(Cl)ccc2Cl)n(-c2ccccc2)n1 | 16 | -6 | -9 | -5 | -4 | 99 | -5 | 98 | -4 | 98 | -7
OCC1(Cc2ccc(Cl)cc2)CCN(CCCc2ccccc2)CC1 | 13 | -4 | -2 | -4 | -1 | 104 | -23 | 107 | -2 | 104 | -3
CS(=O)(=O)c1ccc(Cl)c(NC(=O)Cc2c(Cl)cccc2Cl)c1 | 15 | -5 | 3 | -8 | -1 | 95 | -25 | 99 | -2 | 98 | -1
Cc1n[nH]c(=S)n1-c1ccc(Cl)cc1 | 24 | -2 | 1 | -13 | -1 | 107 | -34 | 106 | 0 | 111 | 0
CCOC(=O)C1=C(O)C(=O)N(Cc2cccnc2)C1c1ccc(OC)cc1 (configuration not stated) | 10 | -1 | 0 | -4 | 4 | 100 | -14 | 96 | 0 | 98 | -3
Cc1ccc2nc(N/C(=N/S(=O)(=O)c3ccc(F)cc3)c3ccccc3)sc2c1 | 12 | -2 | 0 | 0 | 0 | 99 | 1 | 101 | -3 | 99 | -3
CCCCN=Cc1sc2ccc(OCC)cc2c1O | 13 | -7 | -10 | -11 | -2 | 101 | -34 | 102 | -4 | 99 | -12
COc1cc(/C=N/NC(=O)c2cccc(S(=O)(=O)N3CCOCC3)c2)cc(OC)c1O | 10 | -2 | 1 | -5 | 0 | 105 | -29 | 104 | 0 | 103 | 2
Cc1cccc(CSc2nc3c(c(=O)[nH]2)CCC3)c1 | 13 | -1 | 3 | 3 | 1 | 100 | -18 | 100 | 0 | ? | 3
CCN1C(=O)S/C(=C/c2ccc(Oc3ccc([N+](=O)[O-])cn3)c(OC)c2)C1=O | 20 | -3 | -3 | -3 | 0 | 103 | -37 | 100 | -1 | ? | -3
COC(=O)C1=C(C)N(c2ccc(Cl)cc2)/C(=C/c2ccc(O)cc2)C1=O | 22 | 0 | -3 | -1 | -2 | 100 | -49 | 104 | -1 | 107 | -4
CC(C)NC(=O)/C(C#N)=C\c1ccc(N(C)C)c(Br)c1 | 11 | 1 | 0 | -2 | 0 | 98 | -12 | 99 | 2 | ? | -3
Cc1ccccc1N1CCN(c2ccc(NC(=O)C3CCCCC3C(=O)O)cc2)CC1 (configuration not stated) | 9 | -5 | -2 | -4 | -4 | 87 | -72 | 93 | -4 | 86 | 0
CC12CCC(C(=O)n3c1nc1ccccc13)C2(C)C (configuration not stated) | 11 | -4 | -9 | -7 | 1 | 101 | -17 | 101 | 1 | 104 | -9
Cn1nc(C(F)(F)F)c(CNC(=O)C(C)(C)CCl)c1N1CCOCC1 | 14 | -2 | -6 | -4 | 0 | 101 | -17 | 100 | 3 | 114 | -6
CCc1nnc(NC(=O)CSc2ncc(-c3ccccc3)[nH]2)s1 | 28 | 3 | -2 | -5 | -6 | 134 | -31 | 133 | -5 | 124 | -1
CC(C(=O)Nc1sc2c(c1C(=O)NCC1CCCO1)CCC2)N1C(=O)c2ccccc2C1=O (configuration not stated) | 10 | -10 | 0 | 0 | -7 | 96 | -32 | 99 | -5 | 91 | -4

Limited to Bcl-2 Bim block and Bim-Bfl-1 (2 entries from above):
| SMILES | Bcl-2 Bim block | Bim-Bfl-1 |
| --- | --- | --- |
| Cc1nc2ccc(NC(=O)N(C(C)C)C(C)C)cc2s1 | -5 | -9 |
| O=C(C/C=N\OCc1ccc([N+](=O)[O-])cc1)Nc1ccc(Br)cc1 | 4 | 0 |

Screens deposited in PubChem BioAssay by several laboratories.
